BoNT A protease: BoNT A light chain protease inhibition. multiplex microsphere protease substrate cleavage, flow cytometry. inhibition, % at 10 µM. 360,000 tested, 0.17% active. AID 588499; further: plate controls were buffer without enzyme for full effect and enzyme alone for no effect
FadD28 binding: inhibitors of Mycobacterium tuberculosis FadD28 bisubstrate binding. inhibition, % at 12.5 µM. FadD28 bisubstrate probe binding, fluorescence polarization. AID 588549. 360,000 tested, 0.22% active; in the data active means inhibition above about 8.5%, passing the limit was not always enough; inconclusive means no clear call, values can overlap the other calls
PfHsp40 rescue: rescue of PfHsp40-mediated yeast toxicity. 340,000 tested, 0.68% active. AID 504582. S. cerevisiae expressing PfHsp40, growth rescue, ATP luminescence. growth rescue, % at 12.5 µM; in the data active means growth rescue above about 28%, passing the limit was not always enough; inconclusive means no clear call, values can overlap the other calls;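 further: yeast W303a lacking pdr1 and pdr3 grown in galactose medium; growth measured after three days at 30 °C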
BoNT-F LC inh: inhibitors of Botulinum neurotoxin F light chain protease; Multiplex microsphere protease cleavage assay, flow cytometry; inhibition, % at 10 µM; 360,000 tested, 0.22% active; in the data active means inhibition above about 35%, passing the limit was not always enough; inconclusive means no clear call, values can overlap the other calls; further: plate controls were buffer without enzyme for full effect and enzyme alone for no effect
Anthrax LF inh2: blocks Bacillus anthracis lethal factor protease; multiplex microsphere protease cleavage assay, LF; inhibition, % at 10 µM; P15917; 360,000 tested, 0.12% active; further: plate controls were buffer without enzyme for full effect and enzyme alone for no effect
FBA Mtb inh: inhibits M. tuberculosis FBA enzyme; P9WQA3; purified M. tuberculosis FBA, fluorescence read-out; inhibition, % at 1 µM; 360,000 tested, 2.3% active; AID 588726; in the data active means inhibition above about 27%;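 further: 0% = vehicle and 100% = reference inhibitor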
Target sequence (P9WQA3 whole entry, looked up): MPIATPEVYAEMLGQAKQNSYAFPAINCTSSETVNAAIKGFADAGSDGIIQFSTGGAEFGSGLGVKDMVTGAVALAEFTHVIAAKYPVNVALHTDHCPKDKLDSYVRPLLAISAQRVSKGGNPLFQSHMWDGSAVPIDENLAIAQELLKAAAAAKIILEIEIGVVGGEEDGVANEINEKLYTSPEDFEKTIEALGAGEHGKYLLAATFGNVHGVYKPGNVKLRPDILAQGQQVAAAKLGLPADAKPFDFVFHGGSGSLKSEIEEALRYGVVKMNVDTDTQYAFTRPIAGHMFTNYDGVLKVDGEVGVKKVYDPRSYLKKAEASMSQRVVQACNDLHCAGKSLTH
GDH-TPI counter: counter-screen for M. tuberculosis FBA inhibitors: GDH-TPI coupled enzymes; GDH-TPI coupled enzyme counterscreen, NADH absorbance; inhibition, % at 4.8 µM; 360,000 tested, 1.2% active; in the data active means inhibition above about 30%;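 further: 0% = DMSO wells and 100% = wells lacking the enzyme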
UGM FP inh: inhibitors of M. tuberculosis UDP-galactopyranose mutase | P9WIQ1 | purified UGM, fluorescence polarization probe displacement | inhibition, % at 10 µM | 320,000 tested, 0.06% active | AID 504406; in the data active means inhibition above about 10%, passing the limit was not always enough; inconclusive means no clear call, values can overlap the other calls
Target sequence (P9WIQ1 whole entry, looked up): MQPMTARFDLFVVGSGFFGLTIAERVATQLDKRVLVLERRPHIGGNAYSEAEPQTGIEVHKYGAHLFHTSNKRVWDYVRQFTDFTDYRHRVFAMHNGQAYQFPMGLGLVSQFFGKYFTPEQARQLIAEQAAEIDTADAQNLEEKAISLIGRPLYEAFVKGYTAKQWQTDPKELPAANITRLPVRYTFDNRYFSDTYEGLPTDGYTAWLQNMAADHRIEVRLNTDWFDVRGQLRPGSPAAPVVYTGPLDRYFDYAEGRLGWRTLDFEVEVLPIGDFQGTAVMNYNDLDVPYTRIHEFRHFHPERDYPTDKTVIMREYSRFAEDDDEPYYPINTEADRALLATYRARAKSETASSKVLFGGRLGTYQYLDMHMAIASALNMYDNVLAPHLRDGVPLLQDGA
BioA inh: inhibitors of Mycobacterium tuberculosis BioA enzyme; 360,000 tested, 0.096% active; inhibition, % at 9.99 µM; purified M. tuberculosis BioA enzyme, plate reader; AID 602481; in the data active means inhibition above about 40%; inconclusive means no clear call, values can overlap the other calls
An asterisk follows results filed as active; ? = inconclusive; . = no result given. Unless noted, no stated cut-off is given here; in the data, active means inhibition above about 30%; inconclusive means no clear call, values can overlap the other calls; inactive means below that.

SMILES	BoNT A protease	FadD28 binding	PfHsp40 rescue	BoNT-F LC inh	Anthrax LF inh2	FBA Mtb inh	GDH-TPI counter	UGM FP inh	BioA inh
O=C(/C=C/c1ccccc1)N(c1ccccn1)C1CCCCC1	-0.9	-1.1	2.3	-9	-1	0	8	-2.3	0.9
COc1cc(C2Nc3ccc4ncccc4c3C3=C2C(=O)CCC3)cc(OC)c1OC (configuration not stated)	0.1	-2.2	-0.3	-1	2	3	12	0.8	.
COc1ccc(N(Cc2cc(=O)[nH]c3ccccc23)C(=O)CCl)cc1	-0.6	-1.3	5.2	0	-20	1	8	-1.3	-0.1
Cc1csc(NC(=O)C2(C)CCN2C(=O)C(C)C)c1C#N (configuration not stated)	-0.3	-0.4	.	-3	-5	-1	-2	.	-0.3
O=c1c2ccccc2nc2c3ccccc3c3nncn3n12	.	-1.1	0.0	.	.	-2	5	.	0.1
Clc1ccc(-n2nnc(-c3cccnc3Cl)n2)cc1Cl	0.2	-2.2	1.7	-3	-2	-4	3	-0.7	0.5
CCCCNc1c([N+](=O)[O-])ncn1C	-4.1	-2.0	-1.8	-27	?	2	2	3.0	0.3
S=C(NCCc1c[nH]c2ccccc12)NC1CCCC1	0.0	-1.1	-0.6	-3	-3	-1	1	0.8	.
CCOC(=O)c1ccc(NC(=O)Nc2ccc3c(c2)OCCO3)cc1	0.2	?	-0.6	1	-9	0	-2	2.2	0.3
O=c1c2ccccc2nc(-c2ccco2)n1CCc1ccc(O)cc1	0.6	-1.7	1.4	?	4	5	1	1.3	-0.3
COc1ccccc1NC(=O)C(C)NS(=O)(=O)c1ccc(F)cc1 (configuration not stated)	-0.2	-2.6	-0.1	-13	4	0	-2	-0.6	0.8
Cc1ccc(S(=O)(=O)Nc2ccc(N(C)S(=O)(=O)c3ccc(C)cc3)cc2)cc1	0.6	-3.5	-0.2	-2	-3	2	15	-1.8	0.6
CC(=O)Nc1ccc(C(=O)N/N=C/c2cc(Br)cc(Br)c2O)cc1	1.2	-4.0	-1.6	-5	-3	4	-3	-0.2	.
O=C/C=C/c1ccccc1	0.1	-2.0	-0.5	2	-2	1	4	.	0.2
Cc1nn(Cc2ccc(C(=O)Nc3nc4c(C)cccc4s3)o2)c(C)c1Br	-0.5	-3.7	3.4	-10	2	5	4	2.9	-0.7
Cc1cc(NC(=O)CSc2nc3ccccc3[nH]2)n(-c2ccccc2)n1	-0.6	-1.1	.	-9	?	1	-7	-2.7	1.1
CCOc1ccc(C(=O)N2CCN(Cc3ccccc3)CC2)cc1	0.2	-2.0	0.2	-8	1	0	-6	3.2	1.3
Cc1cc(Cl)c2oc(C(=O)N(CCO)Cc3ccccc3)c(C)c2c1	-3.1	-3.0	8.0	6	-7	1	-4	-0.8	3.5
CCOc1cc(Br)ccc1S(=O)(=O)NCc1ccccc1	0.1	-1.6	-0.3	6	-5	1	5	-4.5	1.3
O=C(CSc1n[nH]c(-c2ccccc2)n1)Nc1ccc(Br)cn1	1.1	-2.0	2.6	-8	5	-2	1	2.4	2.2
Cc1cccc(NC(=O)CNC(=O)CN2C(=O)NC3(CCc4ccccc43)C2=O)c1C (configuration not stated)	?	-2.0	-0.5	?	?	6	7	.	1.2
CC(=O)c1ccc(Oc2cnccn2)cc1	0.6	-1.5	-0.1	0	0	-3	-2	-0.7	.
COC(=O)c1cc(OC)c(OC)cc1NC(=O)c1cccc(OC)c1OC	1.0	-0.6	0.8	-4	6	-3	15	2.3	.
COc1ccc(-n2nc(C(=O)NCCCN3CCOCC3)c3ccccc3c2=O)c(OC)c1	-1.1	-4.2	0.8	-1	-1	1	-2	0.7	1.8
O=C(Nc1ncccc1Cl)C(Sc1ccccc1)c1ccccc1 (configuration not stated)	-0.4	-7.2	1.6	-6	6	-2	-7	1.2	-0.2

4 structures from above, arranged by length of the SMILES, smallest number first.
SMILES	BoNT A protease	FadD28 binding	PfHsp40 rescue	BoNT-F LC inh	Anthrax LF inh2	FBA Mtb inh	GDH-TPI counter	UGM FP inh	BioA inh
CCOc1cc(Br)ccc1S(=O)(=O)NCc1ccccc1	0.1	-1.6	-0.3	6	-5	1	5	-4.5	1.3
O=c1c2ccccc2nc(-c2ccco2)n1CCc1ccc(O)cc1	0.6	-1.7	1.4	?	4	5	1	1.3	-0.3
Cc1cccc(NC(=O)CNC(=O)CN2C(=O)NC3(CCc4ccccc43)C2=O)c1C (configuration not stated)	?	-2.0	-0.5	?	?	6	7	.	1.2
Cc1ccc(S(=O)(=O)Nc2ccc(N(C)S(=O)(=O)c3ccc(C)cc3)cc2)cc1	0.6	-3.5	-0.2	-2	-3	2	15	-1.8	0.6

Going on with the list.
SMILES	BoNT A protease	FadD28 binding	PfHsp40 rescue	BoNT-F LC inh	Anthrax LF inh2	FBA Mtb inh	GDH-TPI counter	UGM FP inh	BioA inh
Cc1ccc(N(CC(=O)NCc2ccc(F)cc2)C(=O)c2csnn2)cc1C	0.5	-2.2	-1.0	-3	-2	0	-6	1.4	.
O=C(CSc1nnnn1-c1ccc(O)cc1)Nc1cccc(S(=O)(=O)N2CCCC2)c1	0.1	-1.1	-0.2	4	-3	0	-1	-1.1	.
O=C(Cn1c(=O)n(-c2ccccc2)c(=O)c2sccc21)NCc1ccccc1	-0.4	-4.6	1.9	0	-4	0	-9	5.3	-1.2
O=C1NN(c2ccc(F)cc2)C(=O)/C1=C/c1cccs1	-1.8	2.2	-0.9	-2	-2	4	12	-1.0	.
CC(C)[C@H](NC(=O)NCc1cccs1)C(=O)O	-0.1	-1.5	-1.7	-5	-3	0	0	1.1	-0.8
O=C(CNCc1ccco1)Nc1ccc(N2CCCCCC2)cc1	-0.3	-0.3	0.2	-4	-1	-2	2	-1.1	.
CS(=O)(=O)N(CC(=O)NCc1ccncc1)c1ccc(Cl)c(Cl)c1	0.2	-1.3	0.6	-2	2	0	4	-2.8	1.2
CCC(=O)OCC(=O)Nc1ccc2c(c1)OCO2	0.7	-0.4	-1.1	-5	-2	-1	-1	-2.9	2.0
Cc1sc(NC(=O)CSc2nnnn2C2CCCC2)c(C#N)c1C	-0.1	-3.4	0.6	-3	1	-1	8	0.6	-0.3
COC(=O)c1sc(NC(=O)CC(C)C)c(C(=O)OC)c1C	-0.7	0.1	-0.2	?	-2	2	9	-0.3	-0.5
CCCCOc1ccc(/C=C/C(=O)NC2=Nc3ccccc3NC(C)=C2C(=O)OCC)cc1OC	1.5	-2.8	-1.5	-4	1	-5	10	1.9	.
O=C(CNC(c1ccccc1)c1ccccc1)Nc1c(F)cccc1F	-0.2	-5.2	-0.2	0	1	-1	0	1.3	.
Cc1ccc(NC(=O)CCSc2ccccc2)c(C)c1	-0.2	-2.7	0.3	1	0	3	8	-2.0	.
CCCCCCCCCCn1cc(C(C)=O)c(=O)[nH]c1=O	-1.4	-1.7	1.5	-5	0	4	2	1.4	1.6
O=C(CCc1ccc(Oc2cc([N+](=O)[O-])cc([N+](=O)[O-])c2)cc1)N1CCCCC1	-0.3	-1.9	2.4	3	-3	1	1	1.3	3.0
CSCCC(NC(=O)COc1ccccc1)C(=O)N1CCCCC1 (configuration not stated)	-1.6	0.2	-1.0	-6	2	0	5	-0.7	-0.2
O=C1CCCC(=O)N1c1ccc(N2CCOCC2)c([N+](=O)[O-])c1	-0.5	-2.3	-0.3	2	-6	-4	0	2.3	-0.6
COc1ccc(CCNC(=O)CCCC(=O)n2nc(C)c3ccccc32)cc1OC	2.9	-0.8	-0.2	2	1	-3	7	-1.4	0.1
CC(C)(C)N(Cc1ccccc1)C(=O)COC(=O)C1CC1	-0.6	-1.2	-0.4	-8	-2	1	6	2.8	0.4
COc1ccc(-c2cnc3c(NC(C)=O)cc(-c4ccc(C(=O)NC5CC5)cc4)cn23)cc1OC	0.2	-3.0	.	0	-2	2	12	.	0.5
NC(=S)N/N=C/c1c[nH]c2ccc(OCc3ccccc3)cc12	-3.1	-3.4	4.5	-4	-6	-1	18	0.8	1.9
CC(=O)N=c1sccn1CC(=O)c1ccc([N+](=O)[O-])cc1	?	-0.1	-0.3	7	-6	-3	6	2.4	.
CCCOc1ccccc1OCC(=O)Nc1cccc(S(=O)(=O)NC2=NCCC2)c1	3.1	-0.1	2.1	-3	1	6	5	.	0.3
CN1CCc2nc3sc(C(=O)NC4CC4)c(N)c3cc2C1	0.7	-2.9	-0.9	-4	-1	-4	7	-0.7	.
CN(C)CCCN(C(=O)COc1ccccc1)c1nc2ccc(F)cc2s1	0.2	-5.0	-0.7	-2	-3	5	-15	0.8	.
SMILES	BoNT A protease	FadD28 binding	PfHsp40 rescue	BoNT-F LC inh	Anthrax LF inh2	FBA Mtb inh	GDH-TPI counter	UGM FP inh	BioA inh
CCS(=O)(=O)c1ccc(-c2cccc(NC(=O)COc3ccc(Cl)cc3)c2)nn1	2.2	-1.5	0.2	-7	1	-1	4	1.9	-1.9
COc1ccccc1N(C)S(=O)(=O)c1ccc(C(=O)Nc2ncc(C)s2)cc1	0.7	-0.6	-1.1	-2	8	4	11	-1.3	-1.1
CCC1(c2ccccc2)C(=O)NC(=O)NC1=O	-1.3	0.7	-1.0	-4	3	-1	-6	.	-1.5
COc1cc(/C=C/C(=O)OCc2c(C)noc2C)ccc1OC(F)F	-0.3	-3.1	1.0	0	-3	8	4	2.7	-1.1
O=C(COc1ncnc2ccccc12)N1CCN(S(=O)(=O)c2ccc(Cl)cc2)CC1	-0.1	0.1	1.8	3	-3	0	10	-0.8	-2.2
Cc1c(C)c2cc3c4c(oc3c(C)c2oc1=O)CCCC4	-0.9	-2.9	0.0	-13	-2	3	3	1.1	.
C=CC[C@H](CC(=O)NCCO)C(=O)N[C@@H](C)COC(=O)[C@H](CC=C)CC(=O)OC(C)(C)C	-0.5	-3.0	-0.6	-8	-1	0	-2	-1.6	-0.4
CCOC(=O)CN(C(=O)COC(=O)C1(c2ccccc2)CC1)c1ccc(F)cc1	0.4	0.6	1.0	2	-2	7	1	0.1	.
CC(C)n1ncc2c(C(=O)N3CCN(Cc4ccc(Br)s4)CC3)cc(C3CC3)nc21	0.3	-0.2	0.7	2	-6	3	15	-0.8	-1.3
Cc1nn(C)c(C)c1CN(C(=O)CCc1nnc(Cc2c[nH]c3ccccc23)o1)C(C)C	0.1	-1.8	0.3	-8	8	0	2	-1.3	.
O=C(Oc1ccc(C(=S)N2CCOCC2)cc1)c1ccc(Br)cc1	-0.7	-2.9	0.0	6	0	4	-6	-0.1	1.4
O=c1nc2sc3ccccc3n2c(=O)n1-c1cccc(Cl)c1	0.2	-0.4	1.7	-9	0	-2	4	2.2	-2.0
CCN1C(=O)[C@H]2[C@@H](c3ccc(-c4ccccc4)cc3)N3CCCC[C@@]3(C(=O)OC)[C@H]2C1=O	0.3	-1.1	0.9	-7	-5	0	2	0.1	0.6
COc1ccc(CCCC(=O)Nc2ccccc2F)cc1	-0.6	-0.7	2.0	-2	-3	2	-3	-0.3	.
CCCC(C)NC(=O)c1cc(S(=O)(=O)N2CCCCCC2)ccc1OC (configuration not stated)	0.0	-3.6	0.8	2	-11	0	-2	0.8	0.3
CCC(C)C(=O)N1CCc2cc(-c3csc(N)n3)ccc21 (configuration not stated)	-0.8	-2.8	0.6	10	-5	-8	14	-2.4	0.3
Nc1nnc(SCc2cccnc2)s1	0.7	-2.8	-2.4	3	0	-2	2	1.0	-1.0
Fc1ccc(NC(=S)NCCN2CCOCC2)cc1	-1.7	-3.6	-1.8	-6	4	7	-4	1.6	.
CCOc1ccc(N(CC(=O)O)S(=O)(=O)c2ccc(OC)c(OC)c2)cc1	-0.1	-0.8	0.4	-8	3	1	0	2.2	1.3
CCCc1cc(=O)[nH]c(SCC(=O)Nc2oc(C)c3c(C)n[nH]c(=O)c23)n1	2.8	-2.8	-0.7	1	2	-2	9	1.0	-0.4
FC(F)(F)c1nc(-c2cccs2)ncc1-c1nnnn1-c1ccc(Cl)cc1	0.8	-2.4	-0.8	1	0	2	8	-2.8	.
Cc1ccc2c(c1)[C@@H](O)C[C@@H](C)N2N=O	-1.6	0.4	-2.1	-32	-2	0	12	-0.6	.
O=C1C=C(c2ccc3ncccc3c2)C[C@@H](c2ccc3c(c2)OCO3)C1	0.1	-1.2	0.1	3	-5	-2	16	0.7	2.7
CCC(C)(C)NC(=O)c1ccc2c(c1)N(CC(=O)OC)C(=O)C(C)(C)O2	12	-3.8	0.9	11	-14	0	-10	-0.2	-0.9
